# Compound activity from PubChem BioAssay.
# PV pol inh: poliovirus RdRp elongation inhibitors, primary screen, biochemical, fluorescence polarization, total intensity. Genome polyprotein (Poliovirus type 1 (strain Mahoney)), P03300. poliovirus polymerase elongation; stronger effect = lower value. % elongation, % (compound at 16.7 µg/mL). hit rate 0.66% among 150,000; in the data active = % elongation below about 90%; also: some results filed as inactive read as strong as hits
# Target sequence (P03300 1749-2209 limits assumed): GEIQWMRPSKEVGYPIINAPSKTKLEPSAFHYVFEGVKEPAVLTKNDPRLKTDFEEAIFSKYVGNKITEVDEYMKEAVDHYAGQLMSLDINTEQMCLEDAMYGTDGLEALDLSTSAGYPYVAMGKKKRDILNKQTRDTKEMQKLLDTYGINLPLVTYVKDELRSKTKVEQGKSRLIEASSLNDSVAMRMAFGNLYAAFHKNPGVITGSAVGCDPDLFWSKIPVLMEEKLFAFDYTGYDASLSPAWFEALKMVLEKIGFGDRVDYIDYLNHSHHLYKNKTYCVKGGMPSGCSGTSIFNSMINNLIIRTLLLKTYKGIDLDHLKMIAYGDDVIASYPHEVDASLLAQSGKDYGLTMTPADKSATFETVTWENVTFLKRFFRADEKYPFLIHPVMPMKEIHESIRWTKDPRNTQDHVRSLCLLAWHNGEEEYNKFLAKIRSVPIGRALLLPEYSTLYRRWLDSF
# PV pol inh FP z-score: recorded beside PV pol inh, whose call it bears; z-score; measured here: FP z-score; hits read low
# Active calls of the source: *. This is a subset; the hit share may differ from the screen's.
SMILES,PV pol inh,PV pol inh FP z-score
COC(=O)C1=C(C)NC(C)=C(C(=O)OC)C1C(=O)OCc1nc2ccccc2c(=O)n1CC#N,107.0,0.5
Cc1cc(OCC#N)nc(N)n1,102.0,0.2
O=C(O)c1cc(S(=O)(=O)N2CCCC2)ccc1O,99.0,-1.1
COc1cc2oc(=O)c(CC(=O)NCCc3ccccc3F)c(C)c2cc1OC,110.0,0.7
CC(C)n1ncc2c1N=C(c1cccs1)N(C)C2c1ccccc1 (stereo unspecified),105.0,0.7
COc1ccccc1NC1=NC(C)(C)CS1,101.0,0
Cn1nc(OCC(N)=O)ccc1=O,100.0,-0.4
O=C(COC(=O)C1CC=CCC1C(=O)OCC(=O)c1ccc(Cl)cc1)c1ccc(Cl)cc1 (stereo unspecified),97.0,-1.3
COc1ccc(-c2noc(C3CC(=O)N(c4ccc5c(c4)OCCO5)C3)n2)c(OC)c1 (stereo unspecified),105.0,-0.2
Cc1cccc(N(C)C(=O)Cn2c(=O)oc3cc(S(=O)(=O)N4CCCCC4)ccc32)c1,102.0,-0.6
Cn1c(Oc2ccccc2)nc2c1c(=O)n(Cc1ccc(Cl)cc1Cl)c(=O)n2C,107.0,0.3
CCC1=Nc2cc(C(=O)NC3CCC(C)CC3)ccc2Sc2ccc(C)cc21 (stereo unspecified),106.0,-1.6
O=C(Nc1ccccc1)C1CCN(C(=O)c2cccs2)CC1,101.0,-0.3
COc1cc(C2NC(=O)c3c(sc4c3CCN(C)C4)N2)ccc1OC(=O)c1ccccc1 (stereo unspecified),136.0,4.1
CC(=O)O[C@]1(C(C)=O)CC[C@H]2[C@@H]3C=C(C)C4=CC(=O)CC[C@]4(C)[C@H]3CC[C@@]21C,105.0,0.6
O=C(CCS(=O)(=O)c1ccc(Br)s1)Nc1cc(C(F)(F)F)cc(C(F)(F)F)c1,105.0,0.3
CC(=O)N1c2ccc(S(=O)(=O)N3CCCCCC3)cc2CC1C(=O)NC(C)C (stereo unspecified),102.0,-0.9
CCOC(=O)NC(=S)Nc1cc(C)cc(C)n1,103.0,0.3
Cc1nnc(SCC(=O)N2CCOCC2)s1,107.0,0.5
Cc1cc(C)cc(NC(=O)C2CCN(Cc3cnn(-c4ccccc4)c3-n3cccc3)CC2)c1,104.0,1.1
CC1(C)C(=O)Nc2ccccc2N1C(=O)CSc1nnc2ccccn12,96.0,-0.9
CC(Nc1ccc(Cl)cc1)C(=O)Nc1ccc(S(N)(=O)=O)cc1 (stereo unspecified),100.0,-0.6
Cc1ccc(OCCNCCN)c(Br)c1,103.0,0.4
O=C(O)Cn1c(=O)oc2ccccc21,104.0,0.5
O=C(NNc1ccccc1)NNc1ccccc1,100.0,0.1
CCOc1ccc2cc3c(N)c(C(=O)N(CC)CC)sc3nc2c1,101.0,-0.5
O=C(c1ccc(S(=O)(=O)NCc2ccco2)cc1)N1CCN(c2ncccn2)CC1,102.0,-0.2
CC1CC(C)CN(C(=O)CSc2nc3ccc(N4CCOCC4)cc3c(=O)n2Cc2ccc3c(c2)OCO3)C1 (stereo unspecified),100.0,-0.3
O=C1CSC(c2ccc(Br)cc2)N1C1CCCCC1 (stereo unspecified),101.0,-0.2
Cc1ccc(N2CC(C(=O)N(C)Cc3c(F)cccc3Cl)CC2=O)cc1 (stereo unspecified),104.0,0.3
CC(=O)c1cccc(NC(=O)c2noc3c2CSc2ccccc2-3)c1,110.0,0.1
Clc1ccc(-c2ncc3ccccn23)cc1,101.0,-0.1
O=C(Cn1c(-c2cccs2)cc2cc(Cl)ccc21)NCc1ccccc1,109.0,-0.2
COc1cc(Br)cc(/C=N/N(CCO)C2=NS(=O)(=O)c3ccccc32)c1OC,102.0,0.3
COc1ccc(-c2nc(CSCC(=O)N3CCN(c4cccc(C)c4C)CC3)c(C)o2)cc1OC,102.0,-0.7
COC(=O)c1sccc1S(=O)(=O)N1CCC(C(N)=O)(N2CCCCC2)CC1,99.0,-0.8
CC(=O)N1N=C(CCn2c3ccccc3c3ccccc32)OC1(C)c1cccs1 (stereo unspecified),102.0,0.9
Cc1cccc(CNC(=O)c2ccc(-c3nc(CS(=O)(=O)c4ccccc4)c(C)o3)cc2)c1,110.0,0.4
O=C(Cc1cn2ccsc2n1)OCC(=O)N1CCc2ccccc21,99.0,-0.3
O=C(CN1CCN(c2nc3cc(Cl)ccc3s2)CC1)c1ccccc1,103.0,0.5
CCC(Sc1nnc2c(n1)[nH]c1ccccc12)C(=O)Nc1ccccc1OC (stereo unspecified),109.0,-0.3
CC(C)Cc1ccc(S(=O)(=O)N2c3cc(F)ccc3CCC2C)cc1 (stereo unspecified),98.0,-1.7
COc1ccc(-n2nnn(CN3CC(C)OC(C)C3)c2=S)cc1 (stereo unspecified),99.0,-0.7
Cc1ccc(NC(=O)Nc2nc3c(s2)CCCCCC3)cc1C,102.0,-1.1
COc1ccc2oc3c(c2c1)NC(=O)CN=C3c1ccc(F)cc1,100.0,-0.1
COC(=O)C1=C(C)OC(N)=C(C#N)C1c1ccco1 (stereo unspecified),103.0,0.6
O=C1C2C3C=CC(C3)C2C(=O)N1CCCCN1C(=O)C2C3C=CC(C3)C2C1=O (stereo unspecified),102.0,0.1
CC(C)C(=O)NC1CCCCCCCCCCC1,105.0,0.3
Cc1ccc(SCC(=O)c2ccc(CC(=O)O)s2)cc1,108.0,0.7
O=C(Cn1nnc(-c2ccc(Cl)cc2)n1)NC1CCS(=O)(=O)C1 (stereo unspecified),102.0,-0.2
CC(=O)Nc1ccc(S(=O)(=O)N2c3ccccc3NC(=O)CC2C)c(Cl)c1 (stereo unspecified),99.0,-0.2
Cc1nn(-c2ccccc2)c2nc(-c3cccs3)cc(-c3nnco3)c12,101.0,-0.3
COc1ccc(S(=O)(=O)N2CC(O)C[C@H]2C(=O)OCC(=O)N2CCCCCC2)cc1 (stereo partly specified),105.0,0.3
CSc1ccc(CCNC(=O)c2ccc(-n3c(C)cc4c3CCC(C)C4)cc2)cc1 (stereo unspecified),101.0,-0.9
CC1=CCC(C(=O)Nc2nc3ccccc3s2)C(C(=O)O)C1 (stereo unspecified),103.0,0.6
Cc1cc(N2CCN(C)CC2)ccc1NC(=O)c1ccc2c(c1)NC(=O)C(C)S2 (stereo unspecified),104.0,-0.8
Cc1cc2nc3s/c(=C\c4ccc(-c5cccc(F)c5)o4)c(=O)n3c2cc1C,101.0,0
CC(=O)Nc1ccc(NC(=O)c2ccc3c(c2)N(Cc2cccc(Cl)c2)C(=O)c2ccccc2S3(=O)=O)cc1,110.0,1.6
O=C(CCn1cccc1)N1CCN(c2ccccc2)CC1,100.0,-0.6
Cc1ccc(C(=O)NCc2ccc3c(c2)cc(C)n3C)cc1,100.0,-0.7

# Next section
SMILES,PV pol inh,PV pol inh FP z-score
Cc1cc(C)c2c(C(C)(C)C)nn(-c3ccc(C(=O)O)cc3)c2n1,100.0,0.1
O=C(CC12CC3CC(CC(Br)(C3)C1)C2)Nc1nncs1,102.0,0.1
O=C1c2ccccc2C(=Cc2cccs2)c2ccccc21,99.0,-0.8
O=C(Nc1sc2c(c1C(=O)NCc1ccco1)CCC2)c1ccc(F)cc1,104.0,0.8
CS(=O)(=O)N(Cc1ccccc1)Cc1nc2ccccc2c(=O)[nH]1,100.0,-0.4
O=C(NC1CC(=O)N(c2ccc(F)cc2)C1)c1cc2ccccc2o1 (stereo unspecified),113.0,1.3
CCOC(=O)c1cc2c(=O)n3ccccc3nc2n(CCOC)c1=NC(=O)c1c(-c2c(F)cccc2Cl)noc1C,98.0,-2
COc1ccc(CNC(=O)c2nn(-c3ccccc3C)nc2CO)cc1,111.0,1.1
CCCC(=O)Nc1ccc2nc(SCc3ccc(C)cc3)sc2c1,110.0,0.8
COc1ccc(-c2nc3cc(NC(=O)COc4ccccc4C)ccc3o2)cc1,108.0,0.1
Cn1c(SCC(=O)O)nc2ccccc21,102.0,0.1
CCN(c1ccccc1)S(=O)(=O)c1cc2c(cc1C)n(C)c(=O)c(=O)n2C,104.0,0.8

# Overlap with the part before: 2 entries, followed by the next part.
SMILES,PV pol inh,PV pol inh FP z-score
Cn1c(SCC(=O)O)nc2ccccc21,102.0,0.1
CCN(c1ccccc1)S(=O)(=O)c1cc2c(cc1C)n(C)c(=O)c(=O)n2C,104.0,0.8
CCOc1ccc(OCCOC(=O)c2ccc(O)cc2)cc1,99.0,-0.3
Cc1cccc(NC(=O)Cn2nnc(C(=O)NCc3cccs3)c2N)c1,107.0,-0.6
C/C(=N/O)c1[nH]c(C)c(/C(C)=N\O)c1C,103.0,0.2
COC(=O)c1ccc(Cl)cc1NC(=O)N1CCC(CN2CCOCC2)CC1,101.0,-0.3
COc1ccc(CCNC(=O)CCCCn2c(=O)c3ccccc3n(Cc3ccccc3C)c2=O)cc1OC,111.0,1.6
Cc1nc2c(C(=O)NC(C)c3ccccc3)cnn2c(C)c1Cc1ccccc1 (stereo unspecified),102.0,-1.3
O=C1Nc2ccccc2O/C1=C\c1ccc(C(=O)NC2CCCCC2)cc1,101.0,-0.4
O=S1(=O)CCC(NC2CCCCC2)C1 (stereo unspecified),99.0,-0.3
Cc1ccc(Cl)cc1N(C)C(=O)c1cc2c(C)nc3ccccc3c2o1,102.0,0.3
CC(c1ccccc1)n1c(OC(=O)N(C)C)nnc1SCC(=O)c1ccc2c(c1)OCCO2 (stereo unspecified),108.0,0.6
CCOc1ccc(N2CC(C(=O)Nc3ccccc3C(=O)N3CCOCC3)CC2=O)cc1 (stereo unspecified),103.0,0.2
Cc1cc(C)n(C2=NCCN2C=C(C#N)C#N)n1,100.0,-0.4
Brc1cccc(-c2n[nH]c(-c3ccccc3)n2)c1,99.0,-0.2
CCSc1nc(C)c(C)c(C)c1C#N,102.0,0.1
O=C(CCn1c(=O)oc2ccccc21)NCCCN1CCCC1=O,99.0,-1
CCC(NC(=O)NC1CCCCC1)c1ccccc1 (stereo unspecified),102.0,0.2
O=C(c1ccc(-n2nc(C(F)(F)F)c3c2-c2ccoc2CC3)cc1)N1CCCc2ccccc21,99.0,-0.5
Cc1cccc(N2CCN(CC(=O)N(C)Cc3ccccc3)CC2C)c1 (stereo unspecified),95.0,-1.4
Cc1nnn(C23CC4CC(CC(CC(=O)Nc5ccc(Cl)cc5)(C4)C2)C3)n1,97.0,-1.9
Cc1noc(C)c1S(=O)(=O)NCCN1CCN(c2ccccc2F)CC1,102.0,-0.2
Cc1ccc(Cc2nc3ccccc3nc2SCC(=O)N2CCN(c3ccccc3F)CC2)cc1,109.0,0.8
COC(=O)c1ccccc1-n1c(CCC(=O)O)ccc1-c1ccccc1,107.0,-0.5
CCCNS(=O)(=O)c1ccc2[nH]c(=O)ccc2c1,102.0,0
Cn1c(=O)cc(OCCCC(=O)NCc2ccccn2)c2ccccc21,100.0,-0.1
CCOC(=O)c1sc2ccc(S(=O)(=O)N3CC(C)CC(C)C3)cc2c1N (stereo unspecified),102.0,0.1
CCOC(=O)N1CCC(NC(=O)c2nn(-c3ccc(OC)c(Cl)c3)c(=O)c3c2c2ccccc2n3C)CC1,98.0,-1.9
O=C1/C(=C/c2ccccc2Cl)SC2N=C(c3ccccc3)NN12 (stereo unspecified),105.0,0.2
CN(C)c1cccc(C(=O)OCC(=O)NCc2ccccc2)c1,98.0,-1.1
NC1=NS(=O)(=O)c2ccccc21,105.0,1
COc1ccccc1NC(=O)Cn1c(SCC(=O)NCc2ccccc2)nc2ccccc21,104.0,-0.4
CCNc1cc(N2CCOCC2)c2noc3c2c1C(=O)c1ccccc1-3,75.0,-4.3
COC(=O)c1cc(=O)nc2sc3ccccc3n12,100.0,-0.7
O=C(Nc1cccc(C(F)(F)F)c1)c1cnn(-c2cccc(F)c2)c1C1CCNCC1,102.0,-0.2
CCN1CCN(C(=O)CCNC(=O)c2cc(OC)c(OC)c(OC)c2)CC1,99.0,-0.5
O=C(CN1C(=O)c2ccccc2S1(=O)=O)Nc1cccnc1,102.0,0.2
CCOc1ccc(-c2nc(-c3cc(C)n(CCOC)c3C)cs2)cc1,103.0,0
Cc1nn(C(=O)c2ccccc2)c(C)c1CN1C(=O)c2ccccc2C1=O,101.0,0.1
Cc1onc(NC(=O)NC(=O)c2ccccc2F)c1Br,110.0,0.7
Cc1nn(Cc2ccccc2)c(Cl)c1/C=N/NC(=O)c1cccnc1,102.0,0
COC(=O)c1scc(-c2ccc(C)cc2)c1S(=O)(=O)Nc1cc(C)c(Cl)cc1OC,100.0,-1.5
O=c1c2ccccc2cnn1CCc1nc2c3ccccc3ncn2n1,102.0,0.1
CC(C)=CCOc1ccc2c3c(c(=O)oc2c1C)CCCC3,104.0,1
CN(C)C(=O)Cn1c(=O)n(C)c2ccccc21,104.0,0.3

# An excerpt from the list above, for reference:
SMILES,PV pol inh,PV pol inh FP z-score
Cn1c(=O)cc(OCCCC(=O)NCc2ccccn2)c2ccccc21,100.0,-0.1
CCOC(=O)c1sc2ccc(S(=O)(=O)N3CC(C)CC(C)C3)cc2c1N (stereo unspecified),102.0,0.1
CCOC(=O)N1CCC(NC(=O)c2nn(-c3ccc(OC)c(Cl)c3)c(=O)c3c2c2ccccc2n3C)CC1,98.0,-1.9
O=C1/C(=C/c2ccccc2Cl)SC2N=C(c3ccccc3)NN12 (stereo unspecified),105.0,0.2
CN(C)c1cccc(C(=O)OCC(=O)NCc2ccccc2)c1,98.0,-1.1
NC1=NS(=O)(=O)c2ccccc21,105.0,1
COc1ccccc1NC(=O)Cn1c(SCC(=O)NCc2ccccc2)nc2ccccc21,104.0,-0.4
CCNc1cc(N2CCOCC2)c2noc3c2c1C(=O)c1ccccc1-3,75.0,-4.3
COC(=O)c1cc(=O)nc2sc3ccccc3n12,100.0,-0.7
O=C(Nc1cccc(C(F)(F)F)c1)c1cnn(-c2cccc(F)c2)c1C1CCNCC1,102.0,-0.2
CCN1CCN(C(=O)CCNC(=O)c2cc(OC)c(OC)c(OC)c2)CC1,99.0,-0.5
O=C(CN1C(=O)c2ccccc2S1(=O)=O)Nc1cccnc1,102.0,0.2
CCOc1ccc(-c2nc(-c3cc(C)n(CCOC)c3C)cs2)cc1,103.0,0
Cc1nn(C(=O)c2ccccc2)c(C)c1CN1C(=O)c2ccccc2C1=O,101.0,0.1
Cc1onc(NC(=O)NC(=O)c2ccccc2F)c1Br,110.0,0.7
Cc1nn(Cc2ccccc2)c(Cl)c1/C=N/NC(=O)c1cccnc1,102.0,0
COC(=O)c1scc(-c2ccc(C)cc2)c1S(=O)(=O)Nc1cc(C)c(Cl)cc1OC,100.0,-1.5
